High-throughput results: PubChem, Broad Institute
RAD52 anneal inh – inhibitors of human RAD52 DNA annealing; recombinant RAD52 DNA annealing, FRET fluorescence; inhibition, % at 18.7 µM; 360,000 tested, 0.46% active;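 active means every replicate showing at least 50% inhibition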
Target sequence (P43351 whole entry, looked up): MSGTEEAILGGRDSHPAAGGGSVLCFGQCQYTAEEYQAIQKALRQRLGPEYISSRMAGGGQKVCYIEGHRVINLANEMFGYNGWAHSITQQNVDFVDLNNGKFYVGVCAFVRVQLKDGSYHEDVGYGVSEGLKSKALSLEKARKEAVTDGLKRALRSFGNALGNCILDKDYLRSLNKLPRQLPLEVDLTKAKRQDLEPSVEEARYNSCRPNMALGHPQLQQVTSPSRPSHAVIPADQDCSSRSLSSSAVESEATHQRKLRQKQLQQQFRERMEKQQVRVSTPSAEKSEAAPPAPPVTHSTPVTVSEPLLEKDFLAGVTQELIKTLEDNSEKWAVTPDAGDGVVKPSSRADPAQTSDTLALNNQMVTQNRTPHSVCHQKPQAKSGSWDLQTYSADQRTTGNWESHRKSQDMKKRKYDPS
RAD54 inh – RAD54 (human) branch migration inhibition. inhibition, % at 10.4 µM. Q92698. RAD54 Holliday junction branch migration, FAM/BHQ fluorescence. 360,000 tested, 0.14% active;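 active means mean normalized replicate activity at least 40 and at least half of replicates scoring 40 or more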;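 further: 0% = median of neutral control wells and 100% = median of positive control wells; inhibitors cause a drop in the FAM fluorescence signal; in these data hits start at about 50%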
ERp5 block – inhibitors of human ERp5 | inhibition, % at 9.99 µM | Q15084 | 350,000 tested, 0.05% active | ERp5 insulin aggregation, absorbance 650 nm, 90 min;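 active means mean replicate inhibition above about 25%, with every replicate also reaching it, limit read from the data, passing the limit was not always enough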
S100A4 MyoIIA – blocks human S100A4 binding to myosin IIA peptide; P26447; S100A4/TAMRA-MyoIIA peptide fluorescence polarization; inhibition, % at 10.7 µM; 360,000 tested, 0.14% active; AID 652163;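 active means mean inhibition of at least 70% across replicates, with every replicate also reaching that level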
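Test system – S100A4 monomer (human) · Compound – single-point compound testing · Schedule – 5 min incubation before reading · Probe or stimulus – TAMRA-labelled myosin IIA heavy-chain peptide probe, 5 nM · Benchmarks – neutral control DMSO, positive control TFP · Medium – Calcium-containing HEPES buffer, pH 7.2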
E-selectin induc – induces E-selectin expression in human endothelial cells; HUVEC E-selectin immunofluorescence imaging; normalized: neutral wells 0, TNF-alpha wells 100; activation, % at 7.58 µM; 260,000 tested, 0.37% active; AID 686992;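 active means mean E-selectin-positive cell signal at least 10% of the positive control, reached in at least 60% of replicates, without over 20% cell loss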;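 further: in these data hits start at about 27%; measured in HUVEC primary endothelial cells; signal is the percent of cells scored E-selectin positive by PE staining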
Target sequence (P16581 whole entry, looked up): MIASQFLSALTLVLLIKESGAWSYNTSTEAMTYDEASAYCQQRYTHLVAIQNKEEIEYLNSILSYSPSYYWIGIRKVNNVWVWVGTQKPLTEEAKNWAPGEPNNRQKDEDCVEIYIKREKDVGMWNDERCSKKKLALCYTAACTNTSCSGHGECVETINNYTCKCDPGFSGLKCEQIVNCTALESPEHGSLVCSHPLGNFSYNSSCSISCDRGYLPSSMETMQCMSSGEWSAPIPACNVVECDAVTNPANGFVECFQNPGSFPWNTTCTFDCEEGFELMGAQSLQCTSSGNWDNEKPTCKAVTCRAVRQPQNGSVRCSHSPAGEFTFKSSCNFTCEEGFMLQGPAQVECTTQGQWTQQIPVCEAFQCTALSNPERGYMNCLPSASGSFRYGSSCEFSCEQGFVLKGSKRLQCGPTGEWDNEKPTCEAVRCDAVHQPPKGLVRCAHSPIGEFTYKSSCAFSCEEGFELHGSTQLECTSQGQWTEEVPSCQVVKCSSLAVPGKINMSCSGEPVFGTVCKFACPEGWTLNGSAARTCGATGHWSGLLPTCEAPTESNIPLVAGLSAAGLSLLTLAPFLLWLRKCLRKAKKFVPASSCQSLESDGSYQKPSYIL
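Read-out: % PE-positive cells | Test system: HUVEC | Doses: One compound dose added by pin transfer | Buffer or medium: EGM-2 over gelatin coat | Signal: Immunofluorescence imaging | Benchmarks: TNF-alpha, DMSO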
esBAF inh – inhibitors of esBAF chromatin remodeling in mouse ES cells. 350,000 tested, 2% active. AID 602393. Bmi1-luciferase knock-in reporter, 24 h; 100% = twice the neutral-well signal. reporter increase, % at 12.5 µM; in the data active means activation above about 40%;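 further: 0% = median of the plate's neutral control wells and 100% = double that signal; a rise in the Bmi1 reporter signal indicates esBAF inhibition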
Xi reactivation – X-chromosome reactivation activator; AID 743238; activation, % at 7.58 µM; XiGFP mouse fibroblasts, % GFP-positive cells imaging, 3 d; cells co-treated with 5-aza-dC sensitizer; scaled so ellipticine positive control = 100%; 360,000 tested, 0.055% active;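 active means mean normalized replicate activation at least 10% and every replicate at or above 10%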;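 further: 0% = median of on-plate neutral control wells and 100% = ellipticine 6 µM median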
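Material: XiGFP fibroblasts, SV40-immortalized; Buffer or medium: DMEM containing 5-aza-dC; Compound dosing: single point; Times: 3 days compound exposure.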
ERAP1 inh – ERAP1 (human) enzyme inhibition. Q9NZ08. recombinant ERAP1, Leu-AMC fluorescence, 60 min. inhibition, % at 10.7 µM. 340,000 tested, 0.15% active. AID 652197;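 active means mean replicate inhibition of at least 30%, or all replicates individually reaching that 30% level; inactive means mean below 30% and not every replicate reaching it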;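 further: 0% = neutral control wells and 100% = L-leucinethiol positive control wells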
An asterisk follows results filed as active; . = not tested or not shown; & = joins results of further samples. The order is random, and some 2.5% of all compounds hit somewhere here.

Values in the order – RAD52 anneal inh	RAD54 inh	ERp5 block	S100A4 MyoIIA	E-selectin induc	esBAF inh	Xi reactivation	ERAP1 inh
- Cc1ccc2oc(=O)cc(CN3CCN(Cc4ccccc4)CC3)c2c1
  -8	1	-1	-1	0.1	-5	0.0	-1
- COc1cc(NC(=O)COC(=O)c2ccc(C)c(S(=O)(=O)N3CCCCC3)c2)c(C)cc1[N+](=O)[O-]
  -10	0	4	1	-1.1	-5	-0.1	3
- COc1ccc(NC(=O)C2Cc3c(-c4cccc(C(C)=O)c4)ccnc3O2)cn1 (configuration not stated)
  -19	-4	-4	4	0.6	.	0.3	5
- Cc1ccccc1C(=O)Nc1nnc(-c2ccc(F)cc2)o1
  -16	4	1	-1	-1.6	9	0.2	0
- O=C(CCNC(=O)c1ccc(Br)cc1)NCCCSc1ccccc1
  3	.	0	6	-0.6	.	-0.2	4
- O=C(NCCN1CCCC1)C1CCN(S(=O)(=O)N2CCC3(CC2)OCCO3)CC1
  -12	0	-4	0	.	-7	.	-5
- O=C(CSc1nc(NS(=O)(=O)c2ccccc2)cc(=O)[nH]1)Nc1cccc(C(F)(F)F)c1
  -32	-13	-2	-6	.	-8	0.5	3
- O=C(NCc1ccccc1)[C@H]1CCCN1C(=O)[C@H]1CCCN1C(=O)c1cccc(Cl)c1
  -5	.	-5	2	0.0	.	0.0	-1
- CC(C)c1nnc(NC(=O)CCC(=O)N2CCN(Cc3ccccc3)CC2)s1
  -9	-2	-6	1	.	-2	.	10
- C[C@H]1CN([C@@H](C)CO)C(=O)c2cccc(NS(=O)(=O)c3ccc(F)cc3)c2O[C@@H]1CN(C)C(=O)Nc1ccccc1
  1	1	1	-15	0.0	-3	-1.0	-1
- O=C(CS(=O)c1ccccc1[N+](=O)[O-])Oc1ccc(Br)cc1 (configuration not stated)
  -13	.	1	2	.	.	0.0	6
- COc1cccc(-c2cnc3c(c2)C(=O)N([C@@H](C)CO)C[C@H](C)[C@@H](CN(C)C(=O)CN(C)C)O3)c1
  13	9	-1	-7	0.2	-6	-0.7	-5
- Cc1ccc(C)c(-n2c(SCC(=O)O)nc3sc4c(c3c2=O)CCCC4)c1
  -12	-10	0	0	0.1	-5	0.4	2
- CCN1CCN(C(=O)C2CCN(S(=O)(=O)c3ccc(SC)cc3)CC2)CC1
  1	4	2	-8	0.2	-6	0.2	1
- CC(C)Cn1c(SCC(=O)Nc2cccc(S(N)(=O)=O)c2)nc2ccccc2c1=O
  -12	.	3	-1	0.5	.	0.0	6
- COc1cccc(C#Cc2ccc3c(c2)O[C@H](CN(C)C)[C@@H](C)CN([C@@H](C)CO)S3(=O)=O)c1
  -23&-18&40	3&2	-2&-1&-5	-3&5&-13	-0.7&0.1	-4&-5&-8	0.0&0.5	2&6&1
- Cc1c(C(=O)N2CCC2)oc2ccc(Cl)cc12
  7	-1	-1	0	0.2	12	0.1	4
- CCOC(=O)C1(CCOc2ccccc2)CCN(S(=O)(=O)N(C)C)CC1
  -10	-10	2	-7	.	-2	0.0	2
- COc1ccc(N2C(=O)C3CCCN3C2c2cc(OC)c(OC)cc2OC)cc1 (configuration not stated)
  4	-5	-1	-1	0.1	-4	0.0	-2
- O=C(Oc1ccccc1)c1cc2ccccc2oc1=O
  -12	.	2	-1	.	.	0.2	2
- C[C@H](O)C#Cc1ccc([C@@H]2[C@H](CO)N3CCCCN(S(=O)(=O)Cc4ccccc4)C[C@@H]23)cc1
  7	12	-2	-4	-0.4	11	0.0	4
- CC(=O)N1CCN(c2ccc(NC(=O)c3ccc(Cl)c([N+](=O)[O-])c3)cc2)CC1
  -2	3	3	-2	0.0	5	0.1	-3
- Cc1nn2c(=S)[nH]nc2[nH]c1=O
  -28	8	6	-13	.	3	0.0	-2
- COc1cccc(CN(C)C(=O)c2ccc3c(=O)n4c(nc3c2)CCC4)c1
  -14	-5	4	2	0.1	1	0.0	-3
- CCC(C)Nc1nc(N)c([N+](=O)[O-])c(N2CCCCCC2)n1 (configuration not stated)
  -11	-14	1	-1	0.1	-4	0.0	-4
- COc1ccc(S(=O)(=O)N(C)C[C@@H]2Oc3cc(C#CC4CC4)ccc3S(=O)(=O)N([C@H](C)CO)C[C@@H]2C)cc1
  12	-12	6	-9	-0.8	1	0.6	3
- CO[C@H]1CN(C)C(=O)c2ccc(NC(=O)c3cnccn3)cc2OC[C@H](C)N(CC2CC2)C[C@@H]1C
  -6	.	10	-3	-0.3	.	0.1	-1
- CC1=C(C(=O)N(C)C)CC(CC(=O)NCc2cccs2)C(=O)N1CCC1=CCCCC1 (configuration not stated)
  -1	-7	4	-7	-0.1	15	0.0	-2
- Cc1[nH]c2ccccc2c1SCC(=O)N1CCCc2ccccc21
  -11	6	-5	-1	0.0	6	0.1	4
- Cc1ccc(S(=O)(=O)N(C)C[C@H]2Oc3c(NC(=O)c4cnccn4)cccc3C(=O)N([C@H](C)CO)C[C@H]2C)cc1
  -1	0	-3	-20	-0.4	-1	0.0	2

The last 2 records of the part above open the next one:
| mol | RAD52 anneal inh | RAD54 inh | ERp5 block | S100A4 MyoIIA | E-selectin induc | esBAF inh | Xi reactivation | ERAP1 inh |
| --- | --- | --- | --- | --- | --- | --- | --- | --- |
| Cc1[nH]c2ccccc2c1SCC(=O)N1CCCc2ccccc21 | -11 | 6 | -5 | -1 | 0.0 | 6 | 0.1 | 4 |
| Cc1ccc(S(=O)(=O)N(C)C[C@H]2Oc3c(NC(=O)c4cnccn4)cccc3C(=O)N([C@H](C)CO)C[C@H]2C)cc1 | -1 | 0 | -3 | -20 | -0.4 | -1 | 0.0 | 2 |
| C[C@H](CO)N1C[C@H](C)[C@H](CN(C)S(=O)(=O)c2ccc(Cl)cc2)OCCCC[C@H](C)Oc2ccc(NC(=O)Nc3ccccc3)cc2C1=O | -15 | -7 | -3 | 6 | 0.0 | -2 | 0.2 | -2 |
| O=C(O)c1ccccc1OCC1CCCO1 (configuration not stated) | -9 | 3 | 5 | 0 | . | -6 | 0.0 | 4 |
| CCC1CCc2sc(C(=O)NCc3ccccn3)cc2C1 (configuration not stated) | 2 | -4 | 0 | -2 | 0.8 | 38 | 0.4 | 2 |
| N#Cc1cccc(-c2csc(C(O)(c3ccccc3)C(F)(F)F)n2)c1 (configuration not stated) | 0 | -1 | 7 | -4 | 0.0 | -2 | 0.0 | 1 |
| Cc1cc(Br)cn2c(Cc3ccccc3)c(-c3cccc(Br)c3)nc12 | -70 | -5 | 11 | -8 | -0.1 | -4 | 0.1 | -3 |
| CCCCN(C=O)c1c(CC)nc2ccc(C(=O)NCCN(C)C)cn12 | 1 | 3 | 4 | 0 | -0.1 | 2 | 0.2 | -5 |
| CCCNC(=O)N1CC2(CN(Cc3cccc(OC)c3)C2)c2c([nH]c3cc(OC)ccc23)[C@H]1CO | 1 | . | 0 | 11 | 0.2 | . | 0.3 | 1 |
| CO[C@@H]1CC[C@@H]2CCOc3c(C#N)cccc3C(=O)N(C)CCCC(=O)N(C)C[C@H]1O2 | 7 | 0 | 2 | 5 | 0.2 | 5 | 0.1 | 1 |
| COc1ccccc1CNC(=O)CCCNC(=O)c1ccc(Cl)cc1 | -10 | 5 | 0 | -2 | -0.1 | 1 | 0.5 | 2 |
| O=C(c1cccc(S(=O)(=O)Nc2ccccc2F)c1)N1CCN(c2ccccc2F)CC1 | -5 | . | 4 | -7 | 2.0 | . | -0.1 | 3 |
| CC(C)(C#N)Cc1cc(CC(C)(C)C#N)cc(C(C)(C)C)c1 | -18 | -10 | 11 | 2 | 0.0 | 10 | 0.0 | 1 |
| Cc1ccnc(NC(=O)c2ccc(Cl)c(NC(=O)C(C)Oc3ccccc3)c2)c1 (configuration not stated) | -45 | . | -1 | 2 | . | 14 | 0.0 | -4 |
| COCC#Cc1cnc2c(c1)C(=O)N([C@@H](C)CO)C[C@@H](C)[C@@H](CN(C)S(=O)(=O)c1cccc(OC)c1)O2 | -2 | -5 | 10 | 2 | 0.1 | -7 | 1.3 | 0 |
| Cn1cccc1CC(=O)NNC(=O)Nc1cccc(Cl)c1 | -21 | . | -2 | -2 | -8.4 | . | 0.1 | 0 |
| COc1ccc(C(=O)NCN2CCN(c3ccccc3)CC2)cc1OC | -11 | -9 | 8 | 1 | 0.0 | 3 | 0.3 | 0 |
| COc1ccc2c3c([nH]c2c1)[C@H](CO)N(C(=O)CN(C)C)CC31CCN(CC2CC2)CC1 | 41 | . | 0 | 15 | 0.0 | . | 0.2 | 2 |
| C[C@@H]1CN([C@H](C)CO)C(=O)CCCn2nncc2CO[C@H]1CN(C)Cc1ccc(C(F)(F)F)cc1 | -5&1 | 5&-9 | -1&17 | 1&0 | -1.2&0.1 | -6&-7&2 | -0.1&0.1 | -1 |
| COc1ccccc1N1CCN(C(CNC(=O)c2ccco2)c2cccnc2)CC1 (configuration not stated) | -5 | 4 | 1 | -4 | -0.5 | -4 | 1.3 | 2 |
| CC(=O)Nc1ccc2c(c1)[nH]c(=O)c1ccccc12 | -13 | . | -2 | 2 | -0.2 | . | 0.2 | 0 |
| CN(C)CC(=O)N[C@H]1C=C[C@H](CC(=O)NCc2ccccc2F)O[C@@H]1CO | -11 | 7 | 4 | -5 | -0.1 | -1 | -0.3 | 2 |
| CCN(C(=O)COC(=O)c1cc(S(=O)(=O)N(C)C)ccc1Cl)C1CCS(=O)(=O)C1 (configuration not stated) | -9 | 3 | 8 | 0 | 0.1 | . | 0.2 | 3 |

Whole records from above. Order of screens: RAD52 anneal inh | RAD54 inh | ERp5 block | S100A4 MyoIIA | E-selectin induc | esBAF inh | Xi reactivation | ERAP1 inh
Entry for Cc1cc(Br)cn2c(Cc3ccccc3)c(-c3cccc(Br)c3)nc12 → -70 | -5 | 11 | -8 | -0.1 | -4 | 0.1 | -3
Entry for COc1ccc(C(=O)NCN2CCN(c3ccccc3)CC2)cc1OC → -11 | -9 | 8 | 1 | 0.0 | 3 | 0.3 | 0
Entry for N#Cc1cccc(-c2csc(C(O)(c3ccccc3)C(F)(F)F)n2)c1 (configuration not stated) → 0 | -1 | 7 | -4 | 0.0 | -2 | 0.0 | 1
Entry for C[C@H](O)C#Cc1ccc([C@@H]2[C@H](CO)N3CCCCN(S(=O)(=O)Cc4ccccc4)C[C@@H]23)cc1 → 7 | 12 | -2 | -4 | -0.4 | 11 | 0.0 | 4
